USP2a block: qHTS Assay for Inhibitors of Ubiquitin-specific Protease USP2a Using CHOP2 as the Reporter | Ubiquitin carboxyl-terminal hydrolase 2 (Homo sapiens), O75604 | USP2 core, Ub-CHOP2 coupled fluorogenic reporter, 485/531 | Potency, µM (highest dose often 38.3 µM), for the others: at the top dose activity change, negative = inhibition, usual class: inhibitors | 330,000 compounds, 0.01% hits | AID 463254, 2010;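 also: potency is read from the fitted curve at half-maximal effect; plate controls were DMSO wells for no effect and full inhibition by NEM control for full effect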
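Deubiquitinase activity read as fluorescence (485/531 nm) after Ub-CHOP2 cleavage activates the enterokinase reporter on its substrate; USP2 core 10nM, Ub-CHOP2 and substrate 25nM each, 30min compound preincubation then 60min RT; data normalized to NEM, curves fitted.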
KCNH2 3.1 block: qHTS for Inhibitors of KCHN2 3.1: Mutant qHTS | U2OS KCNH2 3.1, thallium flux FluxOr; stronger effect = lower value | activity change, % (tested at about 1.8 µM) | 340,000 compounds, 0.95% hits;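 active = maximum activity change below -70%; inconclusive = maximum activity change from -70% to -50%; inactive = maximum activity change above -50%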;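 also: thallium influx rate constant from kinetic fluorescence after stimulation buffer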
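U2OS cells transduced with KCNH2 3.1 mutant virus (1.77 x 10^8 /mL, 4 h), plated overnight at 37 C, loaded 45 min with FluxOr dye plus Red40 quencher. Thallium flux rate constant from kinetic reads after stimulation buffer, normalised to controls.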
uPA surface inh: qHTS for Inhibitors of Cell Surface uPA Generation; cell surface uPA generation assay, qHTS; Potency, µM (series often up to 38.3 µM), inactives show at the top dose activity change, negative = inhibition, hits mostly inhibitors; 330,000 compounds, 0.31% hits; AID 540303, 2011; active = well fitted inhibition curve with a large enough effect; inconclusive = small, poorly fitted or top-dose-only effect; inactive = no such curve, though single readings can be large or run the other way; tested in mouse RAW 264.7 cells; also: potency is read from the fitted curve at half-maximal effect; nearly all actives have a fitted effect of over 55% in size
KCNH2 WT inh: qHTS for Inhibitors of KCHN2 3.1: Wildtype qHTS. activity change, % at 1.84 µM. U2OS, BacMam KCNH2, thallium flux FluxOr; stronger effect = lower value. 340,000 compounds, 0.37% hits;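 active = maximum activity change below -70%; inconclusive = maximum activity change between -70% and -50%; inactive = maximum activity change above -50%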
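U2OS cells transduced with wild-type KCNH2 virus are loaded with FluxOr dye for 45 min, and thallium flux is measured in kinetic reads before and after stimulation buffer. Rate constants are normalized to DMSO controls.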
GALK inhibitor: qHTS Assay for Inhibitors of Human Galactokinase (GALK). P51570. Purified GALK, Kinase-Glo residual ATP luminescence. Potency, µM (doses to about 57.5 µM), for inactives: top-dose activity change, negative = inhibition, actives largely listed as inhibitors. 270,000 compounds, 0.007% hits. AID 1868, 2009; also: potency is read from the fitted curve at half-maximal effect
Target sequence (P51570 whole entry, looked up): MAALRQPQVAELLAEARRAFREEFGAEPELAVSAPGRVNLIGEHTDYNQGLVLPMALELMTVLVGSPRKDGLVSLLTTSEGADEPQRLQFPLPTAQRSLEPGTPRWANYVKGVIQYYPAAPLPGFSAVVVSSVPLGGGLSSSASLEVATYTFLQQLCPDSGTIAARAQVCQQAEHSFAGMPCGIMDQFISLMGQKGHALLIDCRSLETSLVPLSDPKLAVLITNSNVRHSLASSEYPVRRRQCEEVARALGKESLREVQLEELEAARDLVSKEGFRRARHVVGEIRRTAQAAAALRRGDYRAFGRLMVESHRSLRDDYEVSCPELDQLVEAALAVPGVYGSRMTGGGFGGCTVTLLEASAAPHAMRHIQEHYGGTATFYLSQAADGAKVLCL
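Galactose (100 uM) and ATP (35 uM) were turned over by 5 nM GALK for 1 h at RT. Kinase-Glo Plus then converted the remaining ATP into a luminescent signal.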
Giardia kill: Small Molecules that selectively kill Giardia lamblia: qHTS | 340,000 compounds, 0.15% hits | Giardia lamblia trophozoite viability | activity change, % at 7.66 µM, hits read low; in the data active = activity change below about -80%; inconclusive = between about -30% and that limit;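 also: parasites exposed to compound for two days anaerobically before the ATP read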
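Luminescence from cellular ATP indicates surviving trophozoites (100 cells/well) following 48 hrs anaerobic compound treatment at 37 deg C; signal develops 15-30 min at room temperature.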
Coupling enz: qHTS Assay for Inhibitors of Fructose-1,6-bisphosphate Aldolase from Giardia Lamblia: Coupling assay counterscreen; coupling enzyme system counterscreen, AmpLite Red fluorescence; activity change, negative = inhibition, % at 58.2 µM, hits read low; 290,000 compounds, 0.67% hits; in the data active = activity change below about -30%
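Final compound at 57.5 uM, incubated 10 min at RT with coupling enzyme reagent (glyceraldehyde-3-phosphate), then 20 min with substrate and AmpLite Red detection. Fluorescence read at 525/598 nm; tests interference with the coupling assay, not aldolase inhibition.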
PKM2 act: qHTS Assay for Activators of Human Muscle isoform 2 Pyruvate Kinase. purified PKM2, Kinase-Glo ATP luminescence, activation; response scale: 0% is enzyme alone, no compound. Pyruvate kinase PKM (Homo sapiens), P14618. AID 1631, 2009. Potency, µM (highest dose often 57.5 µM), without a hit: at the top dose activation, actives largely listed as activators. 260,000 compounds, 0.34% hits; also: potency is read from the fitted curve at half-maximal effect; nearly all actives have a fitted effect of over 55% in size
Target sequence (P14618 whole entry, looked up, canonical isoform): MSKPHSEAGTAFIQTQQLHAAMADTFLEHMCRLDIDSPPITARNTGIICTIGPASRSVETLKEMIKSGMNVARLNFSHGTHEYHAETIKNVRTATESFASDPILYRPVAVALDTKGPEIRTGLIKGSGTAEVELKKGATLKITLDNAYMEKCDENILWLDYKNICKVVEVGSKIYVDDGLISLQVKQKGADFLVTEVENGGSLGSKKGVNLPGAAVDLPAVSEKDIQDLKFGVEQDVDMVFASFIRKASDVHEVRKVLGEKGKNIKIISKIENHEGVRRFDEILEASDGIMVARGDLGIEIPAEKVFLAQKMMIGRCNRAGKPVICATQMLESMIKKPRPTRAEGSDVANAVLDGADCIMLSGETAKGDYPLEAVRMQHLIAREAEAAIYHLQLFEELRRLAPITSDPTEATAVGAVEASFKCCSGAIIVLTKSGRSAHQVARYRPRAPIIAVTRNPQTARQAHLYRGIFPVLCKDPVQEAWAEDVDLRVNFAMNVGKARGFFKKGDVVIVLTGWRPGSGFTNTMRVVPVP
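ATP formation by purified human PK-M2, quantified via coupled luciferase luminescence after 1 h at room temperature with 0.1 mM ADP and 0.5 mM PEP final.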
BCR signal inh: qHTS Assay to Find Inhibitors of Chronic Active B-Cell Receptor Signaling; AID 493014, 2011; 340,000 compounds, 0.05% hits; ABC-DLBCL IkBa-CBG/CBR reporter, luminescence ratio, 4 h; Potency, µM (doses to about 46.1 µM), inactives show top-dose ratio change, negative = lower green/red ratio, hits mostly inhibitors; active = well fitted inhibition curve with a large enough effect in the signal ratio, with a control signal flat, not every such curve was filed as active; inconclusive = small, poorly fitted or top-dose-only effect, or effect the other way, or a change in a side signal; the % refers to the signal ratio;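 also: potency is read from the fitted curve at half-maximal effect; plate controls were basal doxycycline-induced cells for no effect and cells given 10 µM MG132 for full effect; MG132 reads +100%, hits lower the ratio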
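TMD8 human ABC-DLBCL cells with doxycycline-inducible IκBα–green luciferase fusion and unfused red luciferase, in 0.5% FBS medium; compounds up to 46 uM, 4 h at 37C. Green/red luminescence ratio, filter-overlap corrected, fitted to concentration-response curves.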
Eya2 phos inh: qHTS Assay for Inhibitors of the Phosphatase Activity of Eya2. Protein phosphatase EYA2 (Homo sapiens), O00167. AID 488837, 2010. Potency, µM (titrated, usually from 76.9 µM), for inactives: at the highest dose activity, negative = inhibition, most hits filed as inhibitors. 330,000 compounds, 0.006% hits. recombinant Eya2, OMFP fluorescence dephosphorylation (OMFP is methylfluorescein phosphate); also: potency is read from the fitted curve at half-maximal effect
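Eya2 (0.2 uM) preincubated 10 min at ambient with compound, then OMFP substrate added at 50 uM; 10 min reaction in 50 mM HEPES pH 7.5, 50 mM NaCl, 5 uM MgCl2, 0.05% BSA, 1 mM DTT. Fluorescence read at Ex 485/Em 525 nm.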
B2AR arrestin: qHTS assay of beta-arrestin-biased ligands of beta2-adrenergic receptor; Beta-2 adrenergic receptor (Homo sapiens), P07550; beta-arrestin recruitment to beta2AR, cell-based reporter; Potency, µM (top dose mostly 46.1 µM), without a hit: at the highest dose activation, actives largely listed as activators; 330,000 compounds, 0.02% hits; AID 492947, 2010;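 also: potency is read from the fitted curve at half-maximal effect; 0% = DMSO controls and full agonism = EC100 isoproterenol or metaproterenol; nearly all actives have a fitted effect of over 65% in size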
An asterisk follows results filed as active; u = inconclusive; x = not tested or not shown; [ ] = remark or other dose. Unless noted, calls follow the shape of the dose curve; as a rule, active = well fitted curve in the direction sought with a large enough effect; inconclusive = small, poorly fitted or top-dose-only effect, or another doubt; inactive = no such curve, though single readings can be large; an effect the other way counts as inactive or inconclusive. Unless noted, % is scaled to controls: 0 for no effect and ±100 for the full control effect.

Structure,USP2a block,KCNH2 3.1 block,uPA surface inh,KCNH2 WT inh,GALK inhibitor,Giardia kill,Coupling enz,PKM2 act,BCR signal inh,Eya2 phos inh,B2AR arrestin
O=C(NCCC(=O)N1CCCC(C(F)(F)F)C1)c1ccc(Br)cc1 (stereo unspecified),-1%,1,14%,-6,7%,10,x,-7%,2%,-7%,-0.8%
COCc1cc(C)nc(NCCO)c1C#N,x,4,0%,2,0%,-5,-3,12%,x,x,x
CCOc1ccc(CN2CCNC(=O)C2CC(=O)NCc2csc(C)n2)cc1 (stereo unspecified),-1%,9,8%,-7,6%,35[activator],-5,0%,11%,-2%,-0.2%
C/C(Cn1nc([N+](=O)[O-])cc1C)=N\NC(=O)c1ccc(C(C)(C)C)cc1,3%,-4,-4%,13,4%,-5,0,1%,-16%,10%,0.0%
COc1cccc(CSc2nc3ccncc3[nH]2)c1,-1%,9,u,2,7%,u,-7,-72%,u,-1%,-0.6%
CCOc1cc(/C=N/NC(=O)C(=O)NC2CC2)cc(Br)c1O,4%,8,-1%,-6,0%,7,-3,-4%,-7%,-3%,-0.2%
Cc1ccc(S(=O)(=O)N2CCC(C(=O)OCC(=O)Nc3cc(S(C)(=O)=O)ccc3Cl)CC2)cc1C,0%,-8,-3%,11,-1%,-5,x,17%,-1%,-5%,-0.7%
O=C1CC(NCCC2=CCCCC2)C(=O)N1c1cccc(Cl)c1Cl (stereo unspecified),2%,x,x,x,2%,x,2,2%,1%,16%,-0.3%
O=C(CN1C(=O)NC(Cc2c[nH]c3ccccc23)C1=O)Nc1ccc(F)cc1F (stereo unspecified),2%,4,2%,-4,x,27,x,x,0%,-2%,-0.7%
O=C(COC(=O)c1ccc2ccccc2c1O)Nc1ccccc1,3%,2,2%,1,x,-1,x,x,-17%,-38%,-0.6%
CS(=O)(=O)C1=C(O)C(=O)N(c2ccccc2)C1c1ccccc1 (stereo unspecified),6%,-3,1%,-3,0%,7,4,-2%,u,7%,-0.1%
CCOc1ccc(NC(=O)c2ccc3nccnc3c2)cc1,-1%,7,1%,-16,0%,12,-5,-9%,u,0%,0.3%
CCOC(=O)CN(C(=O)CSc1nnc(-c2ccncc2)n1CCCN(C)C)c1ccccc1,-1%,-6,3%,7,2%,9,0,1%,3%,8%,0.3%
Cc1ccccc1N1C(=O)C(Cc2ccc(F)cc2)S/C1=C(\C#N)C(N)=O (stereo unspecified),2%,4,36%[activator],7,-2%,-5,2,1%,6%,-11%,0.4%
O=C(NN=C1CCCC1)c1ccc(Cl)cc1,1%,1,-7%,-6,x,5,3,x,u,-10%,0.6%
CC(Sc1nnc(C2CC2)n1C1CC1)C(=O)c1ccc(F)cc1 (stereo unspecified),1%,-6,-6%,-6,x,-14,x,x,0%,-9%,0.3%
CCOC(=O)C1=C(O)c2ccccc2C(=O)/C1=C\c1ccc(CC)cc1,-2%,6,x,-4,-3%,-8,-48*,u,u,-5%,-0.1%
O=C(NCc1cccnc1)c1ccccc1NS(=O)(=O)c1ccccc1,-1%,x,1%,-5,7%,11,x,-1%,0%,4%,0.0%
CC(=O)NC(C)c1nc2ccccc2n1C(C)C (stereo unspecified),1%,-15,-3%,-20,0%,4,0,-2%,-2%,3%,-0.3%
Cc1cc(NC(=O)C2CC=CCC2C(=O)O)ccc1NC(=O)c1ccccc1 (stereo unspecified),1%,6,-1%,0,-2%,-6,x,7%,1%,7%,0.4%
COc1ccc(OC)c(/C=C/c2nc3ccccc3[nH]c2=O)c1,12%,-30,2%,-4,-2%,8,1,-7%,u,7%,0.5%
CC(=O)c1c(C)oc2c1C(=O)c1ccccc1C2=O,0%,0,-9%,-10,-1%,u,-41*,-5%,u,-19%,-0.6%
COC(=O)C1C(c2ccc(OC)cc2)Nc2nnc(C(F)(F)F)n2C1(C)O (stereo unspecified),-4%,-3,3%,1,10%,0,3,-4%,u,-9%,-0.2%
COC(=O)C1=C(C)N(c2ccc(F)cc2)/C(=C/c2ccc(O)cc2)C1=O,-6%,-9,1%,2,-4%,-4,3,0%,u,3%,0.1%
CCCC(=O)OC1CCS(=O)(=O)c2sccc21 (stereo unspecified),2%,-2,-3%,5,8%,20,-4,1%,0%,-6%,-2.2%

Arranged by value in BCR signal inh (ascending): 3 from the list above.
SMILES | BCR signal inh
CCOc1cc(/C=N/NC(=O)C(=O)NC2CC2)cc(Br)c1O | -7%
O=C(CN1C(=O)NC(Cc2c[nH]c3ccccc23)C1=O)Nc1ccc(F)cc1F (stereo unspecified) | 0%
O=C1CC(NCCC2=CCCCC2)C(=O)N1c1cccc(Cl)c1Cl (stereo unspecified) | 1%

Additional structures follow.
Structure,USP2a block,KCNH2 3.1 block,uPA surface inh,KCNH2 WT inh,GALK inhibitor,Giardia kill,Coupling enz,PKM2 act,BCR signal inh,Eya2 phos inh,B2AR arrestin
Cc1ccc(CN2CCc3c(OCc4ccc(F)cc4)cccc3C2=O)cc1,0%,-4,-7%,-19,-2%,2,-3,-2%,8%,-6%,-0.9%
CCC(=O)Nc1ccc(C(=O)CSc2nnc(-c3ccc(NS(=O)(=O)CC)cc3)o2)cc1OC,-2%,8,-3%,-92*,0%,9,5,-1%,1%,-7%,-0.4%
COc1ccc2cc(S(=O)(=O)Nc3ccccn3)ccc2c1,-1%,10,0%,-2,1%,2,0,2%,-12%,-7%,-0.7%
Cc1ccc(Cl)c(NC(=O)COC(=O)c2cc[n+]([O-])cc2)c1Cl,0%,-7,0%,18,x,14,x,x,4%,3%,-0.3%
Cc1cc(C(=O)N2CCc3ccccc3C2)no1,-1%,-10,-2%,5,-7%,-7,x,-1%,1%,0%,-0.4%
COc1ccc(Cl)cc1C(=O)NNC(=O)CSc1nnnn1C,-2%,-1,2%,-11,1%,16,-1,-3%,-1%,10%,0.0%
CCC(=O)c1ccc(OCC(O)Cn2cnc3ccccc32)cc1 (stereo unspecified),1%,-1,-2%,7,0%,-12,3,-7%,-4%,3%,-0.9%
Cc1c(Cl)cccc1NC(=O)CNC(=O)c1cn(-c2ccccc2)nc1-c1cccnc1,1%,-2,1%,-4,x,4,x,x,3%,-3%,0.1%
CCn1c(CCNC(=O)c2ccc(Cl)cc2)nnc1SCC(=O)NC1CCCC1,0%,-2,x,-11,1%,-19,1,-15%,2%,-4%,0.1%
CCOc1ccc2ccccc2c1C(=O)NCC(c1ccc(N(C)C)cc1)N(C)C (stereo unspecified),1%,2,0%,2,6%,8,0,0%,u,-27%,0.5%
COC(=O)c1ccccc1NC(NC(=O)c1ccco1)C(=O)c1ccc(C)cc1 (stereo unspecified),3%,-19,-3%,6,0%,-2,0,-1%,1%,-14%,-0.1%
COc1ccc(OC)c2[nH]c(=O)c(CCNC(=S)NC(C)(C)C)cc12,0%,-1,15%,0,7%,19,2,0%,u,-16%,-1.9%
CC1CCCCC1NC(=O)CCNS(=O)(=O)c1ccc2c(c1)CCC(=O)N2 (stereo unspecified),-4%,-33,1%,10,3%,20,x,x,8%,-10%,-0.1%
O=C(C1=C(O)C(=O)N(CCN2CCOCC2)C1c1ccc(F)cc1)c1cccs1 (stereo unspecified),0%,-6,3%,10,6%,-12,2,6%,0%,-12%,-0.7%
Cc1c(S(=O)(=O)N2CCCC(C(=O)O)C2)cnn1C (stereo unspecified),0%,1,4%,-12,4%,-2,-1,7%,0%,-12%,-0.4%
